# Y pestis TopoI – Y. pestis Topo-I inhibition via cleavage products | Y. pestis Topo-I cleavage product accumulation, plate reader | activity, % at 10 µM | hit rate 0.064% among 360,000 | AID 504884; in the data active = activity above about 50%, passing the limit was not always enough; note: inactives centre near 2
# CCHFV vOTU inh – CCHFV vOTU protease inhibition; inhibition, % at 11.5 µM; hit rate 0.55% among 370,000; AID 651958; Pep-AMC fluorescence; in the data active = inhibition above about 30%; note: 0% = vehicle wells with enzyme and 100% = no enzyme wells
# BH1578 lux ind – induces V. cholerae light production without autoinducers. V. cholerae BH1578 lux reporter, luminescence, 6 h. activation, % at 18.7 µM. hit rate 0.16% among 350,000. AID 588436; in the data active = activation mostly above about 9.7%, no sharp cut-off; note: not every result past the cut was called active; inactives centre near 0; reference of the scale not given here
# PrPC TRFRET – reduces human prion protein on the cell surface. hit rate 0.43% among 370,000. cell surface PrPC, TR-FRET read-out. inhibition, % at 13.8 µM. AID 720596. P04156; in the data active = inhibition above about 24%; note: 0% = median of the test wells and 100% = reference compound wells
# DUSP3 inh – inhibitors of human VHR1 phosphatase (DUSP3). P51452. recombinant VHR phosphatase, pNPP absorbance. inhibition, % at 13.3 µM. hit rate 0.52% among 290,000; in the data active = inhibition above about 50%; note: some compounds called inactive have numbers as strong as hits
# Target sequence (P51452 whole entry, looked up): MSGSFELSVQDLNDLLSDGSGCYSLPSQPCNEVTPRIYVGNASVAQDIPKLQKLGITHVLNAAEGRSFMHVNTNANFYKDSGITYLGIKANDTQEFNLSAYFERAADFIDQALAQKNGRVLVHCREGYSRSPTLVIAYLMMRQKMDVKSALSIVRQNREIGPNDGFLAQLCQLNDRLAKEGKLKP
# 3CLpro inhibitor – SARS-CoV 3CLpro protease inhibition; P0C6X7; inhibition, % at 6 µM; hit rate 0.14% among 290,000; recombinant SARS-CoV 3CLpro, quenched FRET peptide cleavage; in the data active = inhibition above about 12%
# MazEF act – activators of E. coli MazEF toxin-antitoxin RNase | P0AE70 | FAM/BHQ RNA-DNA oligo cleavage fluorescence, 5 h | activation, % at 20 µM | hit rate 0.32% among 350,000; in the data active = activation above about 50%
# Target sequence (P0AE70 whole entry, looked up): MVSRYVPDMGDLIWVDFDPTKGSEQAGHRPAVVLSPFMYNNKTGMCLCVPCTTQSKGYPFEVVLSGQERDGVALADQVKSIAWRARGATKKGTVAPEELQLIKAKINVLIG
# SSB-PriA inh – inhibitors of Klebsiella pneumoniae PriA binding to SSB C-terminal tail | inhibition, % at 33 µM | AlphaScreen SSBct-PriA binding, biotinylated peptide | hit rate 0.6% among 430,000; in the data active = inhibition mostly above about 37%, no sharp cut-off; inactive = mostly below about 20%;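 note: plate controls were negative control peptide for no effect and reference peptide for full effect; strong numbers were not always called active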
# Rv3671c inh – Rv3671c (M. tuberculosis) protease inhibition; P9WHR9; hit rate 0.048% among 320,000; inhibition, % at 5.96 µM; in the data active = inhibition above about 38%;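 note: extracellular domain of Rv3671c used as enzyme; 0% = enzyme with DMSO and 100% = no enzyme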
# Target sequence (P9WHR9 whole entry, looked up, the tested form may be a part): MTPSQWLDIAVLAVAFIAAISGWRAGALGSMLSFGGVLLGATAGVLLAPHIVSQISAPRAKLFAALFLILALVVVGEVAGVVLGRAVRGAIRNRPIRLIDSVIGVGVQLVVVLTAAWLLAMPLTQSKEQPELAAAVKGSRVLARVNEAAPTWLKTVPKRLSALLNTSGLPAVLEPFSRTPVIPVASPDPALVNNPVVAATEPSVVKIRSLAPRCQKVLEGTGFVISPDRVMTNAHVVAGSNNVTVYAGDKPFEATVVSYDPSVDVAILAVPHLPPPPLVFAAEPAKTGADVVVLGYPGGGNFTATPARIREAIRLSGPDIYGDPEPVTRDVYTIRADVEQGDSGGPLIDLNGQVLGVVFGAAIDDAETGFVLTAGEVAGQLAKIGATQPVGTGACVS
# TcdB inh – blocks C. difficile toxin B glycohydrolase activity; TcdB glycohydrolase enzymatic assay, plate reader; inhibition, % at 9.99 µM; hit rate 0.24% among 350,000; AID 652162; in the data active = inhibition above about 10%
# An asterisk follows results filed as active; i = inactive; . = no result given; & = joins results of further samples.
structure	Y pestis TopoI	CCHFV vOTU inh	BH1578 lux ind	PrPC TRFRET	DUSP3 inh	3CLpro inhibitor	MazEF act	SSB-PriA inh	Rv3671c inh	TcdB inh
O=C(N[C@H]1C/C=C\C[C@@H](CC(=O)N(CCO)Cc2ccccc2)C(=O)N2CCC[C@H]2COC1=O)OCC1c2ccccc2-c2ccccc21	23	11	-3.1	-4	.	.	13	.	-2	0.9
COc1cccc(-n2ccn(CC(=O)NCCc3ccccc3)c(=O)c2=O)c1	1	10	-0.3	-1	-4	-1	4	-8	-7	-0.2
Cc1ccc(/C=C2\SC(=S)N(CCCC(=O)Nc3cccc(C(=O)O)c3)C2=O)cc1	18	-2	3.4	-2	14	4	-3	-5	-18	0.6
COc1cc(/C=N/NC(=O)CCN2CCN(c3ccccc3)CC2)cc(OC)c1OC	-4	-4	-0.2	0	-11	-4	-1	.	-3	-0.2
O=C(NCc1cccnc1)c1cccc2c1C(=O)N(Cc1cccnc1)C2	3	-12	2.1	-2	-6	3	-3	-8	-3	.
Cc1ccc(/C=C/C(=O)OCC(=O)Nc2ccccc2Sc2ccccc2)cc1	-6	1	-0.4	6	10	-2	2	7	-3	-2.0
O=C1COc2ccc(C(=O)COC(=O)c3ccccc3Cl)cc2N1	-5	6	-2.3	0	.	.	-4	-1	-1	2.2
Cc1ccc(NC(=S)Nc2ccc(Cl)c(Cl)c2)c(OC(F)F)c1	-5	-9	-0.4	9	5	-1	0	3	-5	0.1
Cc1ccc(NC(=O)Nc2cnccn2)cc1	7	4	i	5	36	2	1	3	-5	1.7
COc1ccc(CN(C)C(=O)[C@H](Cc2ccccc2)NC(=O)c2ccco2)c(OC)c1	-2	-3	-2.5	-11	.	.	0	4	-7	0.9
O=c1[nH]c2ccccc2nc1Cc1ccccc1	-5	10	-0.2	-4	-4	1	-2	6	-1	.
CN(C)CC/C=C1/c2ccccc2Sc2ccc(Cl)cc21	0&1	2&-12	1.2&-0.5	-8&-2	29	2	16&11	18	-2&0	2.7&1.3
Cc1c(C(=O)N2CCCCCC2)c(S(=O)(=O)Nc2ccccc2F)c(C)n1C	-7	-1	-0.2	-6	-17	-1	7	7	-3	1.1
CC(=O)c1ccc(NC(=O)C(C)n2c3ccccc3c3nc(=O)cc(C)n32)cc1 (stereo unspecified)	5	7	-0.3	-5	14	-3	12	-8	3	2.6
CC1CCCCN1C(=O)C(=O)c1cn(CC(=O)N2CCCC2)c2ccccc12 (stereo unspecified)	8	14	i	-1	-4	5	-4	0	10	1.1
CCN(CC)C(=O)CSc1nnc(C2CCCCC2)o1	14	9	0.5	2	27	-3	6	9	1	.
Brc1ccc(-c2cn3ccccc3n2)cc1	-5	-13	-0.4	-10	14	3	6	-8	-2	2.0
COCC1CCN(C(=O)C2CCC(=O)N(CCc3ccc(Cl)cc3)C2)CC1 (stereo unspecified)	0	-8	-0.2	-3	2	-4	6	-1	4	0.6
O=C1Nc2cc(C(F)(F)F)ccc2N2CCCCC12 (stereo unspecified)	1	5	-1.2	3	26	-9	3	-2	-9	0.5
O=C(c1ccc2nccnc2c1)N1CCN(c2ccccc2)CC1	2	9	i	-1	16	2	1	-29	5	2.2
O=C1CC(N2CCN(S(=O)(=O)c3ccc([N+](=O)[O-])cc3)CC2)C(=O)N1c1ccccc1F (stereo unspecified)	-4	7	i	-46	.	.	-5	3	-1	0.8
CC(C)c1cc(-c2cc(C(=O)NCc3ccccc3)on2)nc(NC2CCCC2)n1	23	5	-0.3	10	22	.	-1	-23	-35	-0.3
C(=N\Nc1nc2ccccc2[nH]1)/c1ccccn1	-4	-7	-0.3	10	37	-3	0	.	.	0.8
COc1cc(S(=O)(=O)NC2CCCC2)c(OC)cc1C	6	-5	0.7	7	0	2	4	-17	-3	1.7
CC(C)C(=O)NC(=S)Nc1nnn(C)n1	-1	3	-0.7	1	-13	5	0	-7	-4	.

# Compounds above that have sulfur, in the order listed:
structure	Y pestis TopoI	CCHFV vOTU inh	BH1578 lux ind	PrPC TRFRET	DUSP3 inh	3CLpro inhibitor	MazEF act	SSB-PriA inh	Rv3671c inh	TcdB inh
Cc1ccc(/C=C2\SC(=S)N(CCCC(=O)Nc3cccc(C(=O)O)c3)C2=O)cc1	18	-2	3.4	-2	14	4	-3	-5	-18	0.6
Cc1ccc(/C=C/C(=O)OCC(=O)Nc2ccccc2Sc2ccccc2)cc1	-6	1	-0.4	6	10	-2	2	7	-3	-2.0
Cc1ccc(NC(=S)Nc2ccc(Cl)c(Cl)c2)c(OC(F)F)c1	-5	-9	-0.4	9	5	-1	0	3	-5	0.1
CN(C)CC/C=C1/c2ccccc2Sc2ccc(Cl)cc21	0&1	2&-12	1.2&-0.5	-8&-2	29	2	16&11	18	-2&0	2.7&1.3
Cc1c(C(=O)N2CCCCCC2)c(S(=O)(=O)Nc2ccccc2F)c(C)n1C	-7	-1	-0.2	-6	-17	-1	7	7	-3	1.1
CCN(CC)C(=O)CSc1nnc(C2CCCCC2)o1	14	9	0.5	2	27	-3	6	9	1	.
O=C1CC(N2CCN(S(=O)(=O)c3ccc([N+](=O)[O-])cc3)CC2)C(=O)N1c1ccccc1F (stereo unspecified)	-4	7	i	-46	.	.	-5	3	-1	0.8
COc1cc(S(=O)(=O)NC2CCCC2)c(OC)cc1C	6	-5	0.7	7	0	2	4	-17	-3	1.7
CC(C)C(=O)NC(=S)Nc1nnn(C)n1	-1	3	-0.7	1	-13	5	0	-7	-4	.

# Going on with the list:
structure	Y pestis TopoI	CCHFV vOTU inh	BH1578 lux ind	PrPC TRFRET	DUSP3 inh	3CLpro inhibitor	MazEF act	SSB-PriA inh	Rv3671c inh	TcdB inh
COc1cccc(-c2cc(C(F)(F)F)n3nc(C(=O)N4CCCCC4c4cccnc4)cc3n2)c1 (stereo unspecified)	5	-11	0.6	2	14	7	7	0	-10	3.5
CN1CCN(S(=O)(=O)c2ccc(NCc3ccc4c(c3)OCO4)nc2)CC1	-4	-6	-0.4	2	21	-7	1	-2	3	0.8
CC1=Nc2nc(N3CCCCC3)c(C#N)c3c4c(nc(c23)N1)N(c1ccc(C(C)C)cc1)C(=O)C4	-12	2	-0.2	-5	0	6	11	4	31	-0.1
Cn1ccnc1CN1CCCCC1C(=O)Nc1ccc(Oc2cccnc2)cc1 (stereo unspecified)	1	-3	-0.1	8	14	-2	4	1	-9	2.2
O=C(Nc1ccc(Cl)cc1)[C@@H]1[C@@H]2C(=O)N(c3ccc(Cl)cc3)C(=O)[C@@H]2[C@H]2C=CC=NN21	2	12	i	-3	23	3	1	-5	-8	.
Cc1ccc(S(=O)(=O)CCC(=O)OCC(=O)NC2CCS(=O)(=O)C2)cc1 (stereo unspecified)	5	3	i	-1	.	.	-1	5	6	1.2
Cc1c(Cl)cccc1NC(=O)c1cc(-c2ccccc2O)n[nH]1	-1	2	i	2	12	-3	10	-8	-27	.
CCOc1ccc(OCC)c(NC(=O)C(NS(=O)(=O)c2ccc3c(c2)oc(=O)n3C)C(C)C)c1 (stereo unspecified)	-10	13	-0.2	1	15	-3	4	-3	8	.
COc1cc(CC(CC(=O)c2ccc3c(c2)OCO3)C(=O)O)cc(OC)c1OC (stereo unspecified)	9	4	i	0	.	.	0	3	.	1.4
CC1(C)NC(=O)N(CC(=O)N2CCN(S(=O)(=O)c3ccccc3F)CC2)C1=O	-2	-6	i	-2	.	.	-5	-4	3	-1.0
COc1ccc(CCCNC(=O)C2Cc3c(-c4ccc5c(c4)OCO5)ccnc3O2)cc1 (stereo unspecified)	-7	-6	i	5	.	.	.	.	.	-1.7
O=C(NC(Cc1ccccc1)C(=O)O)/C(=C\c1ccc(Cl)cc1)NC(=O)c1ccco1 (stereo unspecified)	41	6	-0.3	1	0	1	-1	4	-4	0.5
COc1ccc(CCC(=O)O)c(C(CC(=O)O)C(=O)O)c1OS(=O)(=O)c1ccc(C)cc1 (stereo unspecified)	-2	11	i	-7	.	.	6	.	.	4.8
Cc1c(NC(=O)/C(C#N)=C/c2cccs2)c(=O)n(-c2ccccc2)n1C	-1	6	i	-4	-1	0	-5	-8	8	0.4
CCOc1ccc(C2CC(c3ccc(F)cc3)n3ncnc3N2)cc1 (stereo unspecified)	12	-17	-0.2	5	8	4	2	4	3	1.6
Cc1cc(C)c2c(n1)nn1c(N3CCN(c4ccccc4C)CC3)cc(C)nc21	-3	-9	-0.6	-1	.	-5	22	-14	0	.
CC1(C(=O)N(CC(=O)NC2CCCC2)Cc2ccc(Cl)cc2)CC(=O)N=C2C=CC=CN21 (stereo unspecified)	4	-70	-1.2	1	52*	7	17	-26	0	0.8
CCOC(=O)/C=C1\SCC(=O)N1CC(=O)Nc1ccc(C(C)C)cc1	4	4	i	6	15	7	5	-11	0	.
CNc1nc(-c2ccccc2)c2sccc2n1	1	-105	-0.2	-5	.	.	.	.	.	0.6
COc1ccc(S(=O)(=O)Nc2ccc3c(c2)C(=O)N([C@H](C)CO)C[C@H](C)[C@@H](CN(C)S(=O)(=O)c2ccc(F)cc2)O3)cc1	28	2	i	-5	.	.	3	7	4	1.0&0.3
O=C(O)CCc1ccc(-c2cccs2)n1Cc1ccco1	2	-17	1.0	-4	8	-6	-9	0	7	.
CC(C#N)(NC(=O)CN1CCN(S(=O)(=O)c2ccc(Br)cc2Cl)CC1)C1CC1 (stereo unspecified)	-3	-1	-0.2	0	.	.	4	0	-2	0.6
Cc1ccc(N2C(=O)CSC2c2ccccn2)cc1Cl (stereo unspecified)	4	0	i	0	26	-5	42	-3	-3	.
COc1ccc(CCN(C)C(=O)c2cnc(C)cn2)cc1OC	13	4	-0.3	-8	-8	2	11	-6	13	-0.1
Cc1cc(S(=O)(=O)N2CCCC2)ccc1OCC(=O)N1CCC(C(N)=O)CC1	4	2	i	1	3	3	3	-5	0	1.0

structure	Y pestis TopoI	CCHFV vOTU inh	BH1578 lux ind	PrPC TRFRET	DUSP3 inh	3CLpro inhibitor	MazEF act	SSB-PriA inh	Rv3671c inh	TcdB inh
Cc1cccc(-c2noc(CCCOc3ccc(Cl)cc3Cl)n2)c1	3	-2	i	0	0	-3	-13	-24	-6	.
Cn1c(=O)n(CCCO)c(=O)c2c1nc1n2CCCN1Cc1ccccc1	6	21	-13	7	11	-1	3	1	0	-0.1
COC(=O)C1C2C=CC(C3CC23)C1C(=O)OCC(=O)c1ccccc1 (stereo unspecified)	6	1	-1.2	0	-10	-2	5	-21	-9	.
C=C1c2cc(C)c(C)cc2NC(=O)N1c1ccccc1	7	0	-0.2	3	12	-1	20	-6	-2	-1.0
CC(=O)Oc1ccc(Cl)cc1/C=C/c1cc(OC(C)=O)c2ccccc2n1	.	-23	.	7	1	-6	.	.	-37	.
COCCN(C(=O)CNC(=O)c1ccco1)C(C(=O)NC1CCCC1)c1ccccc1 (stereo unspecified)	-3	0	-0.2	-5	20	3	3	7	3	0.8
C/C(=C\c1cc2ccccc2o1)C1Nc2cccc3cccc(c23)N1	-39	4	-3.6	-9	.	.	5	2	-6	-1.1
C#CCNC(=O)C1CCN(c2ccc(S(=O)(=O)N3CCOCC3)cc2Cl)CC1	11	11	-0.1	1	16	-1	-17	-5	7	1.6

# These rows are one share of the data; count on the stated rates, not on these rows.
